High-throughput results from PubChem.
Tb MetRS inh = blocks T. brucei methionyl-tRNA synthetase activity | inhibition, % at 11.9 µM | 360,000 tested, 0.4% active | purified T. brucei MetRS, ATP depletion, Kinase-Glo luminescence;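 active = inhibition above a per-plate cutoff of the control wells' mean inhibition plus 3 SD, cut at about 5.5% in these data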;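 note: 0% = DMSO wells median and 100% = median of wells with control inhibitor compound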
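Material – parasite MetRS enzyme · Medium – HEPES-MgCl2-KCl buffer plus DTT, spermine, BSA, pyrophosphatase · Reagent – ATP, methionine and E. coli bulk tRNA substrates · Times – 15 min enzyme-compound preincubation, 2 h reaction, 10 min detection, 25 °C · Measured by – luminescence of leftover ATP · Evaluation – percent inhibition relative to median high and low control wells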
SKN-1 inh = inhibitors of C. elegans SKN-1; C. elegans VP596 Pgst-4::GFP/RFP ratio, acrylamide-induced, 24 h; inhibition, % at 21.8 µM; 360,000 tested, 0.49% active; AID 624304;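 active = interference check ratio from 0.5 to 1.5 plus GFP to RFP signal ratio inhibition reaching or exceeding a fixed threshold, cut at about 30% in these data, passing the limit was not always enough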; note: some compounds called inactive have numbers as strong as hits
MT1-MMP act inh = MT1-MMP (human) activation inhibition; GFP/RFP ratio change, % at 20 µM; P50281; HT1080 RFP-PRO-GFP cells, GFP/RFP ratio fluorescence, overnight; percent of plate control window, DMSO zero; 360,000 tested, 0.061% active;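 active = GFP/RFP ratio change of at least 30% with cell ATP level not reduced by more than half and red fluorescence within 50% of control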; note: strong numbers were not always called active
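Test system: HT1080 cells expressing an RFP-PRO-GFP fluorescent reporter construct / Compound dosing: single-point 20 µM compound, 1% DMSO / Schedule: cells overnight before dosing, compound overnight, 37 °C, 5% CO2 / Evaluation: GFP/RFP fluorescence ratio / Control set: DMSO and RFP-L50D-GFP cell wells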
MsrA act = activators of bovine methionine sulfoxide reductase A; purified bovine MsrA, absorbance read-out; activation, % at 10.6 µM; 360,000 tested, 0.3% active; AID 602163; in the data active = activation above about 7.5%;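 note: 0% = vehicle and 100% = reference activator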
MsrA inhibitor = bovine MsrA inhibition; purified bovine MsrA, absorbance read-out; inhibition, % at 15.5 µM; 360,000 tested, 0.75% active; AID 651718; in the data active = inhibition above about 4.5%;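 note: 0% = vehicle wells with enzyme and 100% = reference inhibitor wells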
E coli Lon inh = inhibitors of E. coli Lon protease; P0A9M0; purified E. coli Lon protease, fluorescence polarization; inhibition, % at 7.94 µM; 360,000 tested, 0.42% active; AID 602123; in the data active = inhibition above about 13%, passing the limit was not always enough;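 note: 0% = enzyme with probe and DMSO and 100% = no enzyme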
PABP1 MLLE inh = blocks PAM2 peptide binding to the PABP1 MLLE domain; AID 588489; GST-MLLE / FITC-PAM2 fluorescence polarization; 360,000 tested, 0.36% active; inhibition, % at 20 µM; P11940; in the data active = inhibition above about 35%, passing the limit was not always enough;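 note: plate controls were DMSO wells with GST-MLLE for no effect and wells lacking GST-MLLE protein for full effect; some results filed as inactive read as strong as hits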
FAS-TE inh = blocks the thioesterase domain of human fatty acid synthase | AID 602261 | inhibition, % at 15 µM | P49327 | 360,000 tested, 0.67% active | recombinant FAS-TE, OMFH fluorogenic substrate, fluorescence endpoint;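 active = compounds whose normalised, plate-corrected inhibition of enzyme fluorescence in the single-dose primary screen is 50% or more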;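 note: 0% = DMSO with enzyme and 100% = substrate without enzyme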
NRP1-CendR mod = modulators of CendR peptide binding to human neuropilin-1; O14786; FAM-RPARPAR peptide binding to NRP-1, fluorescence polarization; inhibition, % at 25 µM; 360,000 tested, 0.85% active;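 active = inhibition or corrected inhibition above about 18%, plus a signal ratio from 0.5 to 1.5, limit read from the data, passing the limit was not always enough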; note: strong numbers were not always called active
Target sequence (O14786 whole entry, looked up): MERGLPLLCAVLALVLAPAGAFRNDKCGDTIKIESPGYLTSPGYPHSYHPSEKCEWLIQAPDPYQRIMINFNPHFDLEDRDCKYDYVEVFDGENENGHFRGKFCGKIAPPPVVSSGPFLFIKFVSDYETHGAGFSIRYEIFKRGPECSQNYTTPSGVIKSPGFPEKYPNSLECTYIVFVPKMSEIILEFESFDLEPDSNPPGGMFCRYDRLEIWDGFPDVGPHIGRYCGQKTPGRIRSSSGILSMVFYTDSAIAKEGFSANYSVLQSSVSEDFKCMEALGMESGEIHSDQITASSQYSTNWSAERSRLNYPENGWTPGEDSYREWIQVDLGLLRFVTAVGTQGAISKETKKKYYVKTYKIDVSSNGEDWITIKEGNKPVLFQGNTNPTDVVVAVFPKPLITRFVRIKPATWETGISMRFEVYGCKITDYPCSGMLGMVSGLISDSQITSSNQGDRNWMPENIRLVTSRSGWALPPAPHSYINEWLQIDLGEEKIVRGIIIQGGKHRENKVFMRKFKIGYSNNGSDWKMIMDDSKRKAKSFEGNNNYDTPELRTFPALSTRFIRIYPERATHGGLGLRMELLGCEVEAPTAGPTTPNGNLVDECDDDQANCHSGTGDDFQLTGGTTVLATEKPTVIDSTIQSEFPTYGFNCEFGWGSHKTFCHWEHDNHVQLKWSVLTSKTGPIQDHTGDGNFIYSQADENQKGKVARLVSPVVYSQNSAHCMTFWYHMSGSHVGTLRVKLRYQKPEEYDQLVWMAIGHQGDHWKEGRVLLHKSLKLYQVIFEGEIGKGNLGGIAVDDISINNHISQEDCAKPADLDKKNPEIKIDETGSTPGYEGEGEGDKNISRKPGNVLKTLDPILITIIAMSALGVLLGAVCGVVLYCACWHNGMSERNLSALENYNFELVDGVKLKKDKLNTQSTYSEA
Starred values were filed as active, the others as inactive; . = no result given.

SMILES | Tb MetRS inh | SKN-1 inh | MT1-MMP act inh | MsrA act | MsrA inhibitor | E coli Lon inh | PABP1 MLLE inh | FAS-TE inh | NRP1-CendR mod
CCOc1ccc(S(=O)(=O)N2CCOCC2)cc1NC(=O)C1CCC1 | 0.3 | 6.7 | 3.6 | -1.4 | -0.5 | -20.6 | 5.4 | -2.9 | 4.0
CCN(CC(=O)NCc1ccc(Cl)cc1)C(=O)c1ccc(S(=O)(=O)NCc2ccco2)cc1 | -0.3 | 6.7 | 3.2 | -2.8 | 0.5 | -9.7 | 2.0 | -4.2 | 10.6
CCS(=O)(=O)c1nc(S(=O)(=O)c2ccc(C)cc2)c(N2CCOCC2)s1 | -1.0 | -4.7 | 0.2 | -12.8 | 1.7 | -3.4 | 7.5 | 2.6 | 3.1
CCCN1C(C)C(C(=O)OCC)=CN(Cc2cccc(I)c2)S1(=O)=O (stereo not drawn) | -0.5 | -0.5 | -12.4 | -3.5 | . | -6.9 | -7.6 | 21.0 | -5.9
CSc1nnc(C)c(=O)n1COC(=O)c1ccc(S(=O)(=O)N(C)C)cc1 | -0.7 | 5.6 | 19.8 | -0.2 | 0.2 | -6.2 | -2.2 | -2.5 | 9.5
Cn1c(SCC(=O)N2CCCC2)nnc1-c1ccc(S(=O)(=O)N2CCCC2)cc1 | -0.1 | 19.2 | -2.4 | -0.6 | 0.2 | -2.5 | -39.7 | -2.7 | -2.2
COc1ccc(C(=O)Nc2c(N)nc(SCC(=O)Nc3ccc(C(C)=O)cc3)[nH]c2=O)cc1 | -0.5 | 3.9 | 4.1 | -1.7 | 0.2 | -3.1 | 12.4 | -0.5 | 19.3
O=C(Nc1ccc(Br)cn1)C1CCN(S(=O)(=O)c2cccs2)CC1 | 2.0 | 1.6 | -0.4 | -3.4 | 0.5 | -4.3 | -6.2 | 4.6 | -2.4
CCOC(=O)Cc1csc(SCc2nc3sc4c(c3c(=O)[nH]2)CCC4)n1 | -0.8 | 3.0 | -3.1 | 0.2 | 0.5 | -7.5 | -1.0 | 4.3 | -5.8
Nc1cc(OC(=O)c2ccco2)nn1S(=O)(=O)c1ccc(F)cc1 | 0.1 | 0.3 | 2.0 | -1.8 | -0.5 | 0.9 | 13.5 | 0.3 | 6.8
CN(C)S(=O)(=O)c1ccc(C(=O)N2CCN=C2SCc2cccnc2)cc1 | -2.0 | -0.1 | 4.9 | -2.9 | -0.5 | -10.7 | 17.0 | -3.9 | -16.0
CCCS(=O)(=O)c1nc(S(=O)(=O)c2ccc(C)cc2)c(N2CCC(O)CC2)s1 | -0.3 | -0.3 | -4.1 | -12.9 | 1.1 | -6.5 | 3.3 | 0.4 | 4.9
Cc1cc(C)n(-c2nc3ccccc3s2)n1 | 0.3 | -5.6 | 8.5 | -4.0 | -0.9 | -7.8 | 1.4 | 13.0 | 15.2
C=CCSC1=NNC(c2ccc(C(C)(C)C)cc2)=NN1 | 0.0 | -4.0 | 0.9 | -0.5 | 0.3 | 1.0 | -52.5 | 1.8 | 4.6
CC(C)c1c(O)nc(SCCN2CCOCC2)[nH]c1=O | -0.6 | 9.8 | -4.6 | -0.6 | -0.2 | -5.9 | 4.9 | -8.8 | 5.4
O=C(CSc1nc2ncccc2[nH]1)c1ccc2c(c1)OCO2 | 0.1 | -8.9 | 3.2 | -6.1 | 0.0 | 6.3 | -13.4 | 0.1 | -1.5
CCc1nc(C)c(C#N)c2cc(OC)c(OC)cc12 | 0.1 | 15.1 | -8.3 | -3.2 | 0.0 | -4.4 | -8.2 | -3.8 | 9.5
Cn1cccc1Cc1nnc(SCC(N)=O)n1CCc1ccccc1 | 0.3 | 2.6 | -1.4 | -1.4 | 0.2 | 1.5 | -7.9 | -2.6 | -6.2
COc1ccc(NC(=O)CNC(=O)C23CC4CC(CC(C4)C2)C3)c(OC)c1 | -0.3 | -9.0 | -0.7 | -4.6 | -0.3 | -11.5 | 14.3 | -4.3 | -7.9
COC(=O)C[C@H]1CC[C@H](NC(=O)Nc2ccccc2OC)[C@@H](CO)O1 | -1.0 | -0.2 | 3.9 | . | 1.4 | . | . | . | 4.9
Cc1cc(N=Nc2ccccc2C(=O)O)c(C)c(C)c1O | -1.2 | 21.8 | 14.2 | -7.8 | 1.0 | -13.4 | -107.7 | 6.9 | -97.6
CC(C)(C)/C=N/NC(=O)CNC(=O)c1ccc2c(c1)OCCO2 | -0.6 | 0.8 | 0.9 | -4.1 | -1.2 | 3.2 | -8.7 | -8.8 | 8.4
CCCCCCC(=O)NCC(=O)OCC(=O)c1ccccc1 | -0.4 | -1.6 | 1.7 | -3.9 | 0.1 | -9.6 | -2.1 | 1.3 | -7.5
COc1cc(OC)cc(C(=O)NC2CCN(C(=O)N3c4ccccc4Sc4ccccc43)CC2)c1 | 0.0 | 19.9 | -11.3 | -2.4 | 0.0 | -1.7 | 8.2 | 38.7 | -5.2
CC(C)CN(CC(C)C)C(=O)COn1nnc2ccc(S(=O)(=O)N3CCOCC3)cc21 | 0.0 | -11.7 | 2.6 | -5.4 | 0.0 | 5.8 | -0.8 | -3.0 | 0.8
CCCc1cc(=O)oc2cc(OCC(=O)NC3CC(C)(C)NC(C)(C)C3)ccc12 | -0.2 | 0.1 | 1.6 | -4.5 | 0.9 | -0.8 | 5.7 | -6.1 | 0.1
C#CCNC(=O)C1=C[C@@H](C2CC2)C[C@@H](OCCCCO)O1 | -0.1 | -12.5 | 11.5 | -1.4 | 1.4 | 3.5 | -13.1 | -9.4 | 4.9
COc1ccc(C)cc1NC(=O)CN1C(=O)COc2ccc(S(=O)(=O)N3CCOCC3)cc21 | -0.6 | -5.4 | -0.5 | -5.6 | 2.2 | 4.0 | -12.9 | -1.2 | 6.2

As entered above.
COc1ccc(C(=O)Nc2c(N)nc(SCC(=O)Nc3ccc(C(C)=O)cc3)[nH]c2=O)cc1 in PABP1 MLLE inh is entered as 12.4
Cc1cc(C)n(-c2nc3ccccc3s2)n1 in NRP1-CendR mod is entered as 15.2

Some of these compounds in order of number of heavy atoms, rising:
SMILES | Tb MetRS inh | SKN-1 inh | MT1-MMP act inh | MsrA act | MsrA inhibitor | E coli Lon inh | PABP1 MLLE inh | FAS-TE inh | NRP1-CendR mod
Cc1cc(N=Nc2ccccc2C(=O)O)c(C)c(C)c1O | -1.2 | 21.8 | 14.2 | -7.8 | 1.0 | -13.4 | -107.7 | 6.9 | -97.6
O=C(CSc1nc2ncccc2[nH]1)c1ccc2c(c1)OCO2 | 0.1 | -8.9 | 3.2 | -6.1 | 0.0 | 6.3 | -13.4 | 0.1 | -1.5
CC(C)(C)/C=N/NC(=O)CNC(=O)c1ccc2c(c1)OCCO2 | -0.6 | 0.8 | 0.9 | -4.1 | -1.2 | 3.2 | -8.7 | -8.8 | 8.4
Nc1cc(OC(=O)c2ccco2)nn1S(=O)(=O)c1ccc(F)cc1 | 0.1 | 0.3 | 2.0 | -1.8 | -0.5 | 0.9 | 13.5 | 0.3 | 6.8
COC(=O)C[C@H]1CC[C@H](NC(=O)Nc2ccccc2OC)[C@@H](CO)O1 | -1.0 | -0.2 | 3.9 | . | 1.4 | . | . | . | 4.9
CSc1nnc(C)c(=O)n1COC(=O)c1ccc(S(=O)(=O)N(C)C)cc1 | -0.7 | 5.6 | 19.8 | -0.2 | 0.2 | -6.2 | -2.2 | -2.5 | 9.5
COc1ccc(NC(=O)CNC(=O)C23CC4CC(CC(C4)C2)C3)c(OC)c1 | -0.3 | -9.0 | -0.7 | -4.6 | -0.3 | -11.5 | 14.3 | -4.3 | -7.9
CCCS(=O)(=O)c1nc(S(=O)(=O)c2ccc(C)cc2)c(N2CCC(O)CC2)s1 | -0.3 | -0.3 | -4.1 | -12.9 | 1.1 | -6.5 | 3.3 | 0.4 | 4.9
Cn1c(SCC(=O)N2CCCC2)nnc1-c1ccc(S(=O)(=O)N2CCCC2)cc1 | -0.1 | 19.2 | -2.4 | -0.6 | 0.2 | -2.5 | -39.7 | -2.7 | -2.2
CCN(CC(=O)NCc1ccc(Cl)cc1)C(=O)c1ccc(S(=O)(=O)NCc2ccco2)cc1 | -0.3 | 6.7 | 3.2 | -2.8 | 0.5 | -9.7 | 2.0 | -4.2 | 10.6
